UPR XBP1 act = adaptive UPR (XBP1) activation | CHO-XBP1 luciferase reporter, IRE1-XBP1 UPR activation, luminescence; percent of tunicamycin response, DMSO as zero | 330,000 compounds, 0.33% hits | activation, % at 20 µM;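 active means versus positive control, 20 µM dose yields 30% or more activation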;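 further: 100% = tunicamycin at 10 µg/mL and 0% = DMSO only wells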
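Material: CHO-XBP1 cells stably carrying IRE1-XBP1-driven luciferase reporter / Amount: 1000 cells per well / Compound: 20 µM, 1% DMSO / Times: 6 h treatment, 37 °C / Detection: luciferase luminescence / Measure: % activation of reporter signal versus tunicamycin and DMSO controls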
tim10-1 inh = tim10-1 yeast growth inhibition; 330,000 compounds, 2.2% hits; inhibition, % at 20 µM; S. cerevisiae tim10-1 ts strain growth, BacTiter-Glo, 24 h;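 active means inhibition of at least 40%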;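 further: mutant grown at 25 °C; 0% = DMSO wells with yeast and 100% = wells holding no yeast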
TIM10 inh = TIM10 yeast growth inhibition | S. cerevisiae TIM10 strain growth, BacTiter-Glo luminescence, 24 h | inhibition, % at 10 µM | 330,000 compounds, 1.4% hits | AID 463195;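 active means inhibition of 40% or more at the single tested concentration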;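 further: wild-type TIM10 isogenic control strain grown at permissive 25 °C; 0% = DMSO yeast wells and 100% = minimal medium wells without yeast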
APJ antag = blocks the human apelin receptor APJ; CHO-K1 APJ beta-arrestin complementation, luminescence; inhibition, % at 20 µM; 330,000 compounds, 0.32% hits;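 active means inhibition above about 40% at 20 µM, limit read from the data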;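 further: cells challenged with 10 nM apelin-13 agonist together with compound; plate controls were apelin-13 plus DMSO wells for no effect and DMSO wells lacking apelin-13 for full effect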
CXCR6 inh = blocks human CXCR6 beta-arrestin recruitment | 360,000 compounds, 0.36% hits | inhibition, % at 20 µM | CHO-K1 PathHunter CXCR6 beta-arrestin, luminescence | AID 602244; in the data active means inhibition above about 34%, passing the limit was not always enough;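 further: antagonist mode with CXCL16 agonist at 10 nM final; 0% = 10 nM CXCL16 with DMSO and 100% = unstimulated wells without agonist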
Mdm2-MdmX inh = human Mdm2/MdmX binding inhibition; O15151+Q00987; SaOS-2 split-luciferase Mdm2/MdmX complementation, luminescence; inhibition, % at 8 µM; 330,000 compounds, 3% hits; AID 485346;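 active means inhibition of at least 50% at 8 µM in the primary screen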
Target sequence (O15151 whole entry, looked up): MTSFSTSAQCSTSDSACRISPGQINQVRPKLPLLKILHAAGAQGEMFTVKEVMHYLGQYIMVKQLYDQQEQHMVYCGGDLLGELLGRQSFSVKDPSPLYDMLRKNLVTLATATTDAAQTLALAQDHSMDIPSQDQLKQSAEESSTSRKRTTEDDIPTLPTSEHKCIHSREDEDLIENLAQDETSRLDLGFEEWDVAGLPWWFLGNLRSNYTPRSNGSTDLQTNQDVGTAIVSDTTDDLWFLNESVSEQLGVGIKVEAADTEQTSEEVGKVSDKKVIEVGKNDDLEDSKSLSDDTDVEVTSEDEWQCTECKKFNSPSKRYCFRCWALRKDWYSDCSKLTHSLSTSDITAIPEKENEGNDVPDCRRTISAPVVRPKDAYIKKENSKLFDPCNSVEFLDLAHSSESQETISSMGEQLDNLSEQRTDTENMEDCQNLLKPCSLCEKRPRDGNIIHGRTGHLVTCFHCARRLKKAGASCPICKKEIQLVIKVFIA
Target sequence (Q00987 whole entry, looked up): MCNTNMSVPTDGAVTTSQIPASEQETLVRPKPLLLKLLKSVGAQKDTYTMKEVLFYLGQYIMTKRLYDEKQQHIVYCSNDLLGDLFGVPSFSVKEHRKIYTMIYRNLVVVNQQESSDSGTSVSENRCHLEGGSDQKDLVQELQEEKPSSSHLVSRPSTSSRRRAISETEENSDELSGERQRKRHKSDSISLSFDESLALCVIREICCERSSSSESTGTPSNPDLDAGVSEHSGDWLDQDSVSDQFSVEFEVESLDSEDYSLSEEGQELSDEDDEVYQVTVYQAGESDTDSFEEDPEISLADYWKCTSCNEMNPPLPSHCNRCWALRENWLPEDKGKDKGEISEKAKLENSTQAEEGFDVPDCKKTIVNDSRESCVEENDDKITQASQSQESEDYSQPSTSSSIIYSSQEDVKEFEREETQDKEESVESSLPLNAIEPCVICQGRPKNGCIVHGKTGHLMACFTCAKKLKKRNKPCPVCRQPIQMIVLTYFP
UPR CHOP act = activators of apoptotic arm of unfolded protein response (CHOP) | CHO-CHOP luciferase reporter, UPR activation, luminescence; percent of tunicamycin response over DMSO baseline | activation, % at 10 µM | 330,000 compounds, 0.34% hits | AID 449763;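 active means at 10 µM dose, activation of 40% or more, normalized to positive control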;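 further: 100% = tunicamycin at 10 µg/mL and 0% = DMSO alone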
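System: CHO-CHOP luciferase reporter cell line | Buffer or medium: F12 medium containing 10% fetal bovine serum | Doses: One dose, 10 µM in 0.5% DMSO | Times: 6 h compound exposure at 37 °C after overnight seeding | Signal: Luciferase luminescence | Read-out: % activation vs tunicamycin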
APJ agonist = activates the human apelin receptor APJ; CHO-K1 APJ PathHunter beta-arrestin, luminescence; 0% DMSO wells, 100% apelin; AID 2520; 330,000 compounds, 0.11% hits; activation, % at 20 µM; P35414;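 active means activation more than six SD over the plate average, tested at 20 µM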;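 further: 0% = DMSO alone and 100% = apelin-13 at 10 nM; some results filed as inactive read as strong as hits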
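Test system: CHO-K1 APJ beta-arrestin complementation cell line. Amount: cell density 1000 per well. Controls: DMSO negative, 10 nM Apelin-13 positive. Signal: luminescent beta-gal fragment complementation, chemiluminescent substrate. Read-out basis: agonist-driven arrestin binding to APJ. Timing: compound stimulation 90 min at 25 °C, detection 60 min.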
tim23-1 inh = tim23-1 yeast growth inhibition; S. cerevisiae tim23-1 growth, BacTiter-Glo luminescence, 24 h; 330,000 compounds, 1.3% hits; inhibition, % at 20 µM;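 active means growth inhibition of the mutant yeast at or above 50%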;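 further: temperature-sensitive mutant grown at 25 °C; plate controls were DMSO-treated mutant yeast for no effect and medium wells lacking yeast for full effect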
* hit, by the source's call.

Order of values: CXCR6 inh, UPR CHOP act, tim23-1 inh, APJ antag, TIM10 inh, APJ agonist, UPR XBP1 act, Mdm2-MdmX inh, tim10-1 inh
> COc1ccc(/C=N/NC(=O)c2cccc([N+](=O)[O-])c2)c2ccccc12
→ 2.3, 1.8, -41.1, -8.5, -46.6, 2.4, 77.2*, 86.1*, -55.8
> N#CC1=C(N)C(C#N)(C#N)C2(C(=O)Nc3ccccc32)C2CCCC=C12 (stereo unspecified)
→ -2.0, -1.5, 16.4, -29.3, 17.0, 2.0, 1.0, 6.3, 17.0
> CCOC(=O)CNC(=O)C1c2cc(OC)c(OC)cc2C(=O)N(C)C1c1ccccc1F (stereo unspecified)
→ 4.0, -0.2, 10.2, -29.0, 9.2, 2.1, -1.7, 8.7, 7.0
> O=C1CC(C(=O)Nc2ccc(Cl)cc2[N+](=O)[O-])C2(CCCCC2)O1 (stereo unspecified)
→ -7.6, 1.6, 13.3, -11.8, 10.0, 4.2, -0.6, 7.2, 29.7
> CC(=O)Nc1ccc(OCc2nnc(-c3ccccc3)o2)cc1
→ -1.8, 2.0, -16.2, 17.3, -10.5, 0.6, -4.8, 12.6, -19.6
> CCCN1CCN(CC(=O)Nc2cc(OCC)ccc2OCC)CC1
→ 2.2, 0.6, -4.9, 14.0, -2.1, -2.4, -5.4, 2.6, 3.8
> O=C(CSc1ncccn1)N1CCCCCC1
→ 3.3, 1.7, 5.9, 6.2, 3.5, -0.8, -1.1, -8.8, 5.9
> COc1ccc(NC(=O)Nc2cccc(C(=O)N3CCOCC3)c2)cc1OC
→ 3.4, -1.3, -3.4, -12.9, 4.9, 1.9, -3.5, 27.8, -18.7
> CC1CCCN(CCCNC(=O)c2coc3nc4ccccc4nc23)C1 (stereo unspecified)
→ -5.7, 0.3, 17.9, 13.1, 1.7, -2.0, -7.1, 15.5, 8.5
> CC1(C)C2CCC1(C)C(OCC[N+](C)(C)CC(=O)OC1CCCCC1)C2 (stereo unspecified)
→ -13.4, -1.7, 12.0, 4.9, 5.3, -3.2, 2.5, 39.9, 2.7
> CCOC12NC(=O)CC(=O)N1C(c1ccccc1)=CS2 (stereo unspecified)
→ -4.6, 2.3, 43.3, 12.0, 42.5*, -1.0, -1.2, 15.3, 35.9
> Cc1c(C(=O)NCC2CCCO2)oc2ccc(S(=O)(=O)N3CCCC3)cc12 (stereo unspecified)
→ -3.3, -0.7, 7.7, -2.4, 6.2, -0.3, -0.3, 7.7, 14.8
> Cc1ccc(-c2nnc3ccc(SCC(=O)NCc4ccco4)nn23)cc1
→ -2.5, 0.1, 5.8, 16.5, -12.8, 0.2, 0.2, 4.9, 13.0
> Cc1cc(C(=O)Nc2sc3c(c2C#N)CCC3)no1
→ 14.8, 2.6, 32.0, 3.0, 28.4, -6.6, -1.0, -2.9, 27.7
> CCCC(=O)Nc1ccc(C(=O)COC(=O)c2c(C)noc2C)cc1
→ 2.3, -1.1, 14.7, -0.2, -8.6, -0.3, -0.9, -3.1, -1.2
> Cc1ccc(NC(=O)CN2CCc3cc4c(cc3C2C)OCCCO4)cc1 (stereo unspecified)
→ -0.9, -0.2, 29.9, -12.8, 0.1, -3.5, -3.1, 23.9, 25.7
> CC(C)NC(=O)/C(=C\c1cccc([N+](=O)[O-])c1)NC(=O)c1ccccc1
→ 2.2, 0.4, 9.9, 10.5, -0.7, 0.3, -2.4, 10.5, -2.8
> O=C(C[n+]1ccccc1)N/N=C/c1cc(Br)ccc1F
→ -0.4, 1.9, -3.7, 16.4, -1.1, -4.7, -1.0, -2.2, -16.1
> CC1(C2CC2)NC(=O)NC1=O (stereo unspecified)
→ -2.2, 2.2, 9.4, -2.2, -9.5, 2.5, -0.8, 14.4, -7.7
> CC1(C)C(=O)Nc2ccccc2N1C(=O)CSc1ncccn1
→ 2.9, 1.6, 2.8, -5.1, 15.8, -4.4, 2.2, 6.6, 4.8
> COc1cc(/C=C2\CCc3c2nc2ccccc2c3C(=O)O)cc(OC)c1OC
→ -5.1, -0.1, 13.1, -8.6, 19.1, -0.4, -1.2, -22.0, -9.7
> O=C(O)c1cccc(Cn2c(Cl)c(/C=N/NC(=O)c3ccco3)sc2=O)c1
→ -2.6, 0.8, -6.0, -15.4, 5.3, -2.9, 0.7, 8.4, -1.7
> CCn1c(COc2cccc(C)c2)nnc1SCC(=O)Nc1cccc(C(=O)OC)c1
→ -4.2, -2.2, 5.7, -36.4, -24.9, -1.7, -5.1, 10.0, 3.9
> Cc1ccc2[nH]c(=O)c(CN(Cc3cccs3)C(=S)NCC3CCCO3)cc2c1 (stereo unspecified)
→ -5.5, 0.8, -1.6, 3.9, -2.7, -2.7, -2.4, 17.9, 5.4
> O=C(NC(Cc1ccccc1)C(=O)O)/C(=C\c1ccc(F)cc1)NC(=O)c1ccccc1 (stereo unspecified)
→ -8.3, -1.7, 0.4, 2.9, 9.0, -4.4, 3.2, 25.8, 11.4
> Cc1cc(C)c(S(=O)(=O)N2CCN(C(=O)c3c(C)noc3C)CC2)c(C)c1
→ 6.0, 0.6, 24.0, 15.5, 2.0, -4.9, 1.1, -12.7, 14.5
> Cc1ccc2nc(Nc3nc(CSc4nc5ccccc5s4)cc(=O)[nH]3)nc(C)c2c1
→ 17.6, 3.2, 1.1, -21.4, 4.8, -6.9, -1.0, 24.4, -7.6
> CCn1cc(/C=C/C(=O)Nc2c(C)nn(Cc3ccccc3)c2C)cn1
→ -4.7, -0.5, 7.7, -3.3, 5.5, -1.6, -2.4, 8.9, 9.1
> Cn1c(CC(=O)NNC(=O)c2cncc(Br)c2)nc2ccccc21
→ 5.9, -2.4, 5.7, 11.2, 11.7, -1.6, 0.5, 7.0, -9.4
> CC(=O)c1cccc(NCC(=O)N2CCN(S(=O)(=O)c3ccccc3)CC2)c1
→ 6.6, 1.5, 14.1, -1.2, 0.9, -1.4, -4.2, -2.6, 10.6
> Cc1[nH]c2ccccc2c1SCC(=O)N1CCN(c2ccccc2)CC1
→ -9.4, -0.2, 28.9, 14.1, 14.1, 5.5, -0.7, -8.2, 15.4
> CC(c1ccccn1)N(C)C(=O)c1ccc2nc(Cc3ccccc3F)oc2c1 (stereo unspecified)
→ 3.2, 6.1, 26.4, 2.5, 17.5, -7.7, -3.4, -53.3, 24.0
> COc1ccc(COCCN2CCN(S(=O)(=O)c3ccccc3)CCC2=O)cc1
→ -6.3, -1.3, 8.7, 8.2, 4.9, 1.2, -0.7, -6.9, 2.3
> C=CCn1c(SCC(=O)c2c(C)[nH]c3ccccc23)nnc1-c1ccncc1
→ -2.7, -0.6, -6.6, 8.1, 8.1, -2.6, -4.0, 38.8, -8.4
> C=CCSc1nc(C)c(CC(=O)OCCCC)c(=O)[nH]1
→ 3.6, -0.7, 19.2, 18.6, 5.2, -3.3, -0.6, 17.4, 4.4
> Cn1c(=O)[nH]c(=O)c2c1nc(NC1CCCCC1)n2CCO
→ -3.6, 0.0, 5.3, -45.2, 0.2, -2.1, 0.6, -3.3, -20.3
> Cc1nc(CCNC(=O)c2cc(COc3ccc(F)cc3Cl)on2)sc1C
→ 0.4, 1.4, 39.0, 3.7, 21.2, -3.1, -4.7, 14.6, 11.9
> CC1CCCCN1C(=O)Cn1c(=O)n(C2CCCCC2)c(=O)c2ccccc21 (stereo unspecified)
→ -2.9, 2.1, 8.5, 13.3, 4.8, 0.2, -4.4, 6.6, -10.5
> O=C(c1ccc(-c2ccc([N+](=O)[O-])cc2)o1)N1CCCCCCC1
→ 5.7, 8.6, 76.4*, -0.3, 63.0*, -0.5, 4.1, -16.2, 59.5*
> CN(C)CCNC(=O)c1sc2nc(-c3ccccc3)cc(C(F)(F)F)c2c1N
→ -7.6, 1.9, 15.9, 1.1, 0.2, -3.7, -2.2, 38.3, 31.2
> Cc1ccnc(SCCn2c(N3CCN(C)CC3)nc3c2c(=O)n(C)c(=O)n3C)n1
→ 0.8, 3.0, -8.4, 5.0, 2.1, -2.9, 1.2, 17.1, -10.9
> Cc1ccc(C(=O)N/C(=C/c2ccc(-c3cc(C(F)(F)F)ccc3Cl)o2)C(=O)NCc2cccnc2)cc1
→ 15.2, 2.3, 23.9, 19.0, 7.6, 1.0, -1.2, -14.0, -2.9
> COCc1[nH][nH]c(=O)c1C=Nc1ccc(Oc2ccccc2)cc1
→ 3.6, -1.7, -18.2, 0.4, -1.2, 9.4, -0.6, 10.3, 11.7
> COc1cccc(NC(=O)CSc2nc3ccccc3c3nc4ccccc4n23)c1
→ 4.2, 11.9, 0.7, 10.5, 13.6, -2.5, 13.0, 32.7, 22.9
> COC(=O)[C@H](C)NC(=O)NCc1ccc(F)cc1
→ 4.8, 0.1, -5.3, 9.5, -6.2, -3.8, 3.0, 10.1, -9.8
> CC(C)(C)OC(=O)Nc1ccc([C@H](NC(=O)OC(C)(C)C)C(=O)OC(C)(C)C)cc1
→ -7.9, 0.7, -0.5, 3.5, -9.1, -1.6, 3.8, 5.4, -3.0
> Cc1cc(C(=O)Nc2ccc(S(=O)(=O)N3CCOCC3)cc2)c(C)o1
→ 7.4, -0.6, 25.7, 15.0, 24.3, -2.4, -4.7, 29.1, 19.4
> Nc1nc(N)n(-c2ccccc2)c(=Nc2ccccc2)n1
→ -1.8, -2.0, -2.7, 1.0, 0.6, -0.4, 3.8, -19.2, 1.7
> C=CCOc1cccc(C2C(C(=O)c3ccc(C)o3)=C(O)C(=O)N2c2nnc(C)s2)c1 (stereo unspecified)
→ 7.9, -0.1, 16.0, 11.7, -2.5, 6.9, 4.1, -18.0, 10.0
> CCOCCCn1c(=S)[nH]c2cc(C(=O)N3CCN(C4CCCCC4)CC3)ccc2c1=O
→ -18.1, 2.6, -5.6, -35.0, -0.2, -2.9, -1.2, 9.5, 0.6
> COc1cc(CCNC(=O)CCCn2c(=O)c3cccn3c3cccnc32)cc(OC)c1OC
→ -1.9, 0.6, 14.9, 10.0, -0.7, -4.0, 0.2, 13.7, 22.9
> COc1ccc(NC(=O)C2(S(=O)(=O)c3ccc(C)cc3)CC2)cc1
→ 2.8, 1.7, 8.9, -7.4, 24.3, -4.0, 4.1, 8.4, 18.4
> CCc1noc(C)c1C(=O)N1CCOCC1
→ 2.7, 2.5, 1.0, 19.7, -5.1, -0.5, 0.3, -7.4, 6.7
> COc1ccc(C(=O)Oc2cc(/C=N/NC(N)=S)ccc2OC)cc1
→ 20.3, 1.3, 30.2, -6.9, 12.8, 5.8, 3.6, 28.2, 23.1
> COCC(C)NC(C(=O)Nc1ccc(C)c(Cl)c1)c1ccccc1 (stereo unspecified)
→ 2.5, 1.1, 26.7, -7.0, 0.1, 1.6, -1.8, 14.9, 37.3
> O=C(NC(=S)NCc1ccco1)c1ccc([N+](=O)[O-])cc1
→ 0.3, -0.7, 47.8, -6.5, 10.9, 2.1, 2.5, -4.1, 23.8
> Cc1nc(NC(=O)COC(=O)/C=C/c2ccco2)c(Cl)cc1Cl
→ -3.0, -3.1, 11.2, 5.7, 7.5, -1.2, -1.4, -11.1, 5.0
> COc1cccc(CC2(CO)CCCN(Cc3ccc(CO)o3)C2)c1 (stereo unspecified)
→ 9.7, -2.5, 16.6, 0.6, -4.4, -1.2, -2.0, -22.8, 9.6

Bioassay records from PubChem.

These rows are one share of the data; the hit share may differ from the screen's.
